ASM inhibitor: human S-ASM enzyme inhibition | placental ASM, HMU-PC fluorogenic substrate, 60 min | Potency, µM (titrated, usually from 57.5 µM), without a hit: at the top dose activity change, negative = inhibition, most hits filed as inhibitors | 340,000 compounds, 0.006% hits | AID 504937; further: potency means the concentration at half of the fitted maximal effect
Target sequence (P17405 47-631 limits assumed): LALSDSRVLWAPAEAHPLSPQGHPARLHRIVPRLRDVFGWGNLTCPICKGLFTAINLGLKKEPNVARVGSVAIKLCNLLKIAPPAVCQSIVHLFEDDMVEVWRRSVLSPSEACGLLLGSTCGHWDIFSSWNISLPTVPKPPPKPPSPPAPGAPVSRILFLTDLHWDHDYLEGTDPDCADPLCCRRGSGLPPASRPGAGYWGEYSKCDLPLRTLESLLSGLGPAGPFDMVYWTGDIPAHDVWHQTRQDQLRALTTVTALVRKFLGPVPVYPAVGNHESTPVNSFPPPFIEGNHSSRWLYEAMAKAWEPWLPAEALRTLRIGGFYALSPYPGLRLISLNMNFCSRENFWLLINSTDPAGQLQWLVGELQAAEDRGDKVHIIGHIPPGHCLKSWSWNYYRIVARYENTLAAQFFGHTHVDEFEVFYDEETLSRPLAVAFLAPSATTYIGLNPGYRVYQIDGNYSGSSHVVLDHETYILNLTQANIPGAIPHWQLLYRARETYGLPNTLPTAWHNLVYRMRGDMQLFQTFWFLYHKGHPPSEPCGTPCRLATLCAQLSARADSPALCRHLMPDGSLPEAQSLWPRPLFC
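Human placenta-derived ASM preincubated with compound 10 min at room temperature, then reacted with 9 uM (final) fluorogenic HMU-PC substrate for 60 min at 37 C. Stop solution raises pH to 10; fluorescence read at Ex 386/Em 447 nm.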
KCNH2 3.1 inh: inhibitors of human KCNH2 3.1 potassium channel isoform | U2OS KCNH2 3.1, thallium flux FluxOr; hits give low values | activity change, % (tested at about 1.8 µM) | 340,000 compounds, 0.95% hits | AID 720553;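 active means maximum activity change below -70%; inconclusive means maximum activity change from -70% to -50%; inactive means maximum activity change above -50%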;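 further: thallium influx rate constant from kinetic fluorescence after stimulation buffer; on the % scale 0 is the no-effect control and ±100 the full control effect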
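Steps: virus added to U2OS suspension (4 h, RT, dark); medium with 10% FBS added, cells plated, 37 C overnight; FluxOr/Red40 loading buffer 45 min RT; stimulation buffer, 2 min kinetic read; rate constant normalized.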
TRPV1 agonist: human TRPV1 agonism; TRPV1-expressing cells, Fluo-8 calcium influx, agonist mode; activation, % at 8.33 µM; 320,000 compounds, 0.19% hits; AID 540275; Q8NER1; in the data active means activation above about 80%; inconclusive means between about 30% and that limit; further: 0% is about no effect
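Fluo-8 calcium influx in TRPV1-expressing cells, kinetic read (ex 480/em 520 nm). Compound added and read 3 min for agonist activity, followed by capsaicin at EC20 final and 2 min further read for enhancement.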
MLL CXXC-DNA inh: inhibitors of human MLL CXXC domain-DNA interaction. Q03164. 290,000 compounds, 0.037% hits. MLL-CXXC / FITC-HOXA9 DNA fluorescence polarization. Potency, µM (series often up to 115 µM), for the others: at the top dose activity change, negative = inhibition, most hits filed as inhibitors; active means well fitted inhibition curve with a large enough effect in the polarisation, with a control signal flat, not every such curve was filed as active; inconclusive means small, poorly fitted or top-dose-only effect, or effect the other way, or a change in a side signal; inactive means no such curve, though single readings can be large or run the other way; the % refers to the polarisation; further: potency means the concentration at half of the fitted maximal effect
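Purified MLL-CXXC (added from a 7 uM solution) was preincubated 5 min at ambient with pinned compounds in 50 mM Tris-HCl pH 7.5, 50 mM NaCl, 1 mM DTT, 0.05% BSA. Fluorescein-labeled HOX-A9 DNA (50 nM solution) followed, 30 min, then polarization read.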
hERG WT inh: KCNH2 (human, wildtype) channel inhibition; Q12809; activity change, % at 1.84 µM; 340,000 compounds, 0.37% hits; AID 720551; U2OS, BacMam KCNH2, thallium flux FluxOr; hits give low values;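 active means maximum activity change below -70%; inconclusive means maximum activity change between -70% and -50%; inactive means maximum activity change above -50%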; further: on the % scale 0 is the no-effect control and ±100 the full control effect
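U2OS cells were transduced with wild-type KCNH2 virus (2.03 x 10^8 / mL) for 4 h at room temperature, then cultured overnight at 37 C. Thallium flux was read with FluxOr dye. Rate constants were normalized to DMSO controls.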
a7 integrin act: activates integrin-mediated alleviation for muscular dystrophy; alpha7betagal myoblasts, beta-gal FDG fluorescence, 48 h; Potency, µM (doses to about 38.3 µM), without a hit: at the top dose activation, usual class: activators; 350,000 compounds, 0.064% hits;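 further: potency means the concentration at half of the fitted maximal effect; 100% = response of the positive control SU9516; nearly all actives have a fitted effect of over 60% in size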
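alpha7betagal+/- myoblasts (passage 13, 250/well) treated 48 h at 37C with compounds at 1:260 dilution of DMSO stock. Lysed, then beta-galactosidase activity read as FDG fluorescence (ex 480/em 540) after 30 min, with pre-read for autofluorescence.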
Coupling enz: coupling enzyme interference in Giardia aldolase counter-screen. coupling enzyme system counterscreen, AmpLite Red fluorescence. activity change, negative = inhibition, % at 58.2 µM, hits read low. 290,000 compounds, 0.67% hits. AID 2472; in the data active means activity change below about -30%; further: on the % scale 0 is the no-effect control and ±100 the full control effect
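Coupling enzymes only (glyceraldehyde-3-phosphate) + compound, at 57.5 uM final, 10 min RT; add substrate/coupling/AmpLite Red mix, 20 min RT; fluorescence ex 525/em 598 nm. Actives flag coupling-system interference.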
AT treatment: candidate therapy for ataxia-telangiectasia; Potency, µM (titrated, usually from 57.5 µM), without a hit: top-dose activation, most hits filed as activators; […] A-T fibroblasts, KAP-1 phosphorylation AlphaLISA; neocarzinostatin DNA damage 30 min before lysis; 320,000 compounds, 0.19% hits; AID 485349; further: potency means the concentration at half of the fitted maximal effect; % of control where 0% means no effect; nearly all actives have a fitted effect of over 45% in size
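ATM-like activity read as KAP-1 phosphorylation via AlphaLISA donor/acceptor antibody pairs after lysis and 6 hr at 25C. Cells were ATM-null patient fibroblasts ([…], hTERT), dosed 60 min, then exposed to the DSB inducer NCS for 30 min.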
MBNL1-CUG inh: MBNL1-poly(CUG) RNA binding inhibition | Potency, µM (highest dose often 57.5 µM), for inactives: at the highest dose activity change, negative = inhibition, hits mostly inhibitors | TR-FRET MBNL1-His/biotin-(CUG)12 binding, 665/545 ratio | 280,000 compounds, 0.036% hits; active means well fitted inhibition curve with a large enough effect in the signal ratio, with a control signal flat, not every such curve was filed as active; inconclusive means small, poorly fitted or top-dose-only effect, or effect the other way, or a change in a side signal; inactive means no such curve, though single readings can be large or run the other way; the % refers to the signal ratio; further: potency means the concentration at half of the fitted maximal effect; on the % scale 0 is the no-effect control and ±100 the full control effect
Target sequence (Q9NR56 whole entry, looked up): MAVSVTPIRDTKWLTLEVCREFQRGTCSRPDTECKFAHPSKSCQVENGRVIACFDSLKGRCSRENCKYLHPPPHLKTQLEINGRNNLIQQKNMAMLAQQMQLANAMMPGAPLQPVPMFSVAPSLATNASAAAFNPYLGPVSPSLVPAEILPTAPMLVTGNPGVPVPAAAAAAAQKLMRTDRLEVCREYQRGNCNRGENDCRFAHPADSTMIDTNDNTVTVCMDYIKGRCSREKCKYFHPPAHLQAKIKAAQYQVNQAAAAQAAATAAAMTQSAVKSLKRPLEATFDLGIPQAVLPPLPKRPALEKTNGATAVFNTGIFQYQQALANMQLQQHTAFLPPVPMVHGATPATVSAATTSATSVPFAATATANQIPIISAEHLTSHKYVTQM
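Inhibition of protein-RNA binding appears as loss of TR-FRET between terbium anti-His antibody on MBNL1-His and streptavidin-XL665 on biotin-(CUG)12. Activity is normalized to buffer-only and uninhibited-complex controls.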
GALK inh: blocks human galactokinase activity | AID 1868 | Purified GALK, Kinase-Glo residual ATP luminescence | Potency, µM (top dose mostly 57.5 µM), for the others: top-dose activity change, negative = inhibition, usual class: inhibitors | 270,000 compounds, 0.007% hits; further: potency means the concentration at half of the fitted maximal effect; on the % scale 0 is the no-effect control and ±100 the full control effect
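The enzyme phosphorylates galactose (100 uM) using ATP (35 uM); inhibition is detected as higher residual ATP, quantified by bioluminescence after 1 h reaction at room temperature, pH 8.0.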
Numbers without * were called inactive; ? = inconclusive; . = no result given; [ ] = dose if it differs, or a comment. Unless noted, the call rests on the fitted dose curve; in most records, active means well fitted curve in the direction sought with a large enough effect; inconclusive means small, poorly fitted or top-dose-only effect, or another doubt; inactive means no such curve, though single readings can be large; an effect the other way counts as inactive or inconclusive.

SMILES	ASM inhibitor	KCNH2 3.1 inh	TRPV1 agonist	MLL CXXC-DNA inh	hERG WT inh	a7 integrin act	Coupling enz	AT treatment	MBNL1-CUG inh	GALK inh
Nc1cc(=O)[nH]c(=O)n1-c1ccc(Cl)cc1	-3%	-10	-4	4%	0	19%	-1	-7%	0%	6%
CNC(=O)CN(c1cc(OCCOC)c(Cl)cc1Cl)S(=O)(=O)c1ccccc1	-1%	8	1	0%	2	22%	0	-1%	-8%	7%
Cc1nc([N+](=O)[O-])c(Sc2nc3ccccc3n2C)n1Cc1ccccc1	-1%	11	8	7%	-8	-43%	0	27%	21%	-3%
COc1ccc(OC)c(N(CC(=O)N2CCCC2)S(=O)(=O)c2ccccc2)c1	-5%	2	-7	54%[activator]	5	23%	1	-4%	-12%	-2%
COc1ccccc1NC(=O)/C(C#N)=C/c1cc([N+](=O)[O-])ccc1N1CCCC1	-2%	-3	8	?	8	13%	-6	-2%	?	0%
Cc1ccc(S(=O)(=O)NC(=O)Nc2cc(C)no2)cc1	4%	0	1	7%	-4	1%	1	-17%	-6%	-1%
Cc1ccc(Nc2cc(-n3cccn3)ncn2)c(C)c1	-1%	-13	20	-2%	23	16%	-3	-1%	-5%	0%
CCOc1ccccc1C(=O)Nc1ccccc1-c1ccccc1	-3%	-5	-2	13%	-7	-14%	6	9%	.	1%
Nc1cccc(Nc2ccccc2)c1	5%	-12	-4	-2%	-6	8%	-3	-3%	1%	5%
COc1cc(OC)c(OC)cc1CN1CCc2ccccc2C1	-1%	6	1	4%	-17	1%	0	.	0%	0%

The list goes on, starting with the last 2 of the part before.
SMILES	ASM inhibitor	KCNH2 3.1 inh	TRPV1 agonist	MLL CXXC-DNA inh	hERG WT inh	a7 integrin act	Coupling enz	AT treatment	MBNL1-CUG inh	GALK inh
Nc1cccc(Nc2ccccc2)c1	5%	-12	-4	-2%	-6	8%	-3	-3%	1%	5%
COc1cc(OC)c(OC)cc1CN1CCc2ccccc2C1	-1%	6	1	4%	-17	1%	0	.	0%	0%
COCc1cc(C)nc2sc3c(=O)oc(C)nc3c12	1%	-2	-4	-13%	22	-3%	7	0%	7%	-2%
Cc1nnc(SCC(N)=O)n1CC1CCCO1 (configuration not stated)	-1%	3	-2	0%	4	-21%	3	-4%	-1%	-3%
COc1cc(CNc2ccccc2SC)ccc1O	106%[activator]	1	2	55%[activator]	19	10%	-9	6%	-1%	-2%
Cc1ccc(CSc2nc3ccccc3c(=O)n2CCCC(=O)NCc2ccco2)cc1	0%	-15	2	-15%	-1	7%	3	-1%	1%	-2%
CCN(CC)S(=O)(=O)c1cc(NC(=O)COC(=O)c2ccc(NC(=O)CC#N)cc2)ccc1C	-7%	0	4	9%	-6	31%	4	-5%	-4%	-1%
Cc1ccc(C(=O)N/C(=C\c2cn(-c3ccccc3)nc2-c2ccccc2)C(=O)N2CCOCC2)cc1	1%	-4	-4	23%	1	7%	-1	5%	0%	-2%
Cc1cc(C)cc(OCCNC(=O)CCc2ccccc2)c1	0%	3	0	-3%	-7	27%	0	2%	-2%	-2%
O=C(CCn1cccc1)Nc1cccc(F)c1	1%	3	4	7%	-2	-2%	1	-4%	4%	-1%
O=C(O)CC(Cc1ccc(Cl)cc1)C(=O)Nc1ccccc1 (configuration not stated)	0%	9	-2	-9%	1	0%	-2	-9%	-15%	2%
CC(C)C(NC(=O)c1ccccc1F)C(=O)NCC(c1ccco1)N1CCCCC1 (configuration not stated)	13%	12	.	.	-4	-21%	.	-9%	.	.
COc1cccc(/C(C)=N/N=C(\C)c2cccc(OC)c2)c1	-5%	10	6	-5%	-4	15%	-2	-1%	0%	-2%
CC(C)NS(=O)(=O)c1ccc(NC(=O)C(C)OC(=O)CCC(=O)c2cccs2)cc1 (configuration not stated)	0%	-7	-6	.	1	2%	.	4%	.	.
CC(=O)NC(Cc1cccc(C)c1)C(=O)NC1CCN(C(=O)NCc2ccccc2)CC1 (configuration not stated)	-23%	-1	0	1%	2	-8%	1	0%	-1%	-5%
NNC(=O)CCc1ccc(S(=O)(=O)N2CCOCC2)cc1	7%	-5	1	-4%	-16	19%	-1	-3%	-1%	-2%
Cc1c2cnn(CC(=O)Nc3cccc(C(F)(F)F)c3)c(=O)c2c(C)n1Cc1ccccc1F	-2%	-7	1	24%	-4	6%	0	-2%	-6%	2%
CC(Oc1cccc(Br)c1)C(=O)NNC(=O)c1ccccn1 (configuration not stated)	8%	6	.	.	-6	-66%[inhibitor]	.	10%	.	.
CC(NC(=O)c1c(O)c2ccccc2n(C)c1=O)c1ccccc1 (configuration not stated)	-3%	-7	7	5%	1	0%	-1	6%	-8%	0%
O=c1cc(O)nc2n1CCCS2	3%	12	-2	2%	15	-26%	1	-1%	-4%	3%
COc1ccc(S(=O)(=O)N(C)c2ccc(C(=O)NCCC(C)C)cc2)cc1	-6%	4	-4	11%	17	-9%	-6	10%	-4%	0%
Cc1c(NS(=O)(=O)c2ccc(C(=O)N(C)Cc3cccc(Cl)c3Cl)cc2)c(=O)n(-c2ccccc2)n1C	-2%	0	.	.	35	-39%	.	.	.	.
CC(=O)Oc1ccc2c(=O)c(Oc3ccccc3[N+](=O)[O-])coc2c1	3%	-8	1	-4%	3	19%	4	-5%	?	0%
CCOc1cc(CNCCc2ccccc2)ccc1OCC(=O)NC(C)(C)C	1%	-3	-4	-4%	-1	0%	2	11%	?	0%
CN1c2ccsc2C(=O)/C(=C\Nc2cccc(C(F)(F)F)c2)S1(=O)=O	18%	4	1	0%	5	42%	0	-5%	.	0%
CC1=NN(c2ccccc2)C(=O)/C1=C/c1cn(C)c2ccccc12	-27%	6	.	20%	-1	?	-2	-1%	.	-3%
COCC(=O)Nc1ccc(C(N)=O)cc1	6%	-9	3	-5%	-6	24%	-2	-1%	4%	0%
O=C(Cn1nnc2ccccc2c1=O)Nc1cc(C(F)(F)F)ccc1N1CCOCC1	-7%	2	21	3%	2	8%	1	1%	9%	2%
Cc1ccc(Cl)cc1NC(=O)C1CCCN(S(=O)(=O)c2c(C)noc2C)C1 (configuration not stated)	0%	3	-2	0%	13	-30%[inhibitor]	3	-5%	2%	-1%
CC(=O)Nc1nc(NC(=O)/C=C/c2ccccc2)n(-c2ccccc2)n1	4%	-1	-1	10%	-17	-19%	-2	-2%	9%	1%
COc1ccccc1/C=N/Nc1nc(C)cc(C)n1	-3%	3	6	1%	0	7%	-6	9%	-10%	0%
COc1cc(C(=O)N2CCC(NC(=O)C(Cc3ccccc3C)NC(C)=O)CC2)cc(OC)c1OC (configuration not stated)	3%	1	1	-3%	12	4%[7.66 µM]	0	10%	-11%	0%
C#CCCCCCCC#CCN(C)C	3%	-12	0	7%	5	-17%	4	-7%	-27%	.
O=C(O/N=C/c1ccc2c(c1)OCO2)c1ccc([N+](=O)[O-])cc1	1%	-1	0	6%	-3	20%	1	1%	6%	9%
CC(C)C(C(=O)NCC1CCCO1)N(Cc1ccco1)C(=O)CNS(=O)(=O)c1ccccc1 (configuration not stated)	1%	-10	-2	-3%	12	13%	0	3%	1%	1%
COc1ccc(/C=N/N2C(=N)SCC2=O)cc1	-2%	-28	0	-4%	5	-20%	3	-3%	8%	1%
Cc1nc(SCC(=O)NCC2CCCO2)c2c3c(sc2n1)CCC3 (configuration not stated)	0%	9	15	-1%	14	0%	.	4%	-1%	-4%
Cc1ccc2cc(CCNS(=O)(=O)c3ccc(Cl)cc3)c(=O)[nH]c2c1C	-8%	-4	2	27%	-5	-11%	2	3%	106%[activator]	-2%
Cc1ccc(-c2csc(NC(=O)CN3C(=O)CCC3=O)n2)cc1	0%	3	6	3%	5	-20%	-3	2%	-7%	-3%
Cc1ccc(S(=O)(=O)NCc2ccc(C(=O)NC3CCC(C)CC3)cc2)cc1 (configuration not stated)	1%	-18	1	7%	5	1%	.	7%	-6%	1%
Nc1ccccc1C(=O)NCc1ccc(Cl)cc1	12%	8	?	2%	-16	-4%	-1	8%	-3%	.
CC(C)(C)c1cnnn1-c1cccc([N+](=O)[O-])c1	-1%	6	0	3%	16	7%	-1	4%	22%	1%
COc1cc(NC(=O)COc2cccc(C)c2C)ccc1NC(=O)c1ccco1	5%	-5	1	5%	-5	-1%	-1	-3%	5%	17%
CSc1cccc(NC(=O)CN(C)S(=O)(=O)c2ccc(F)cc2)c1	-3%	0	8	7%	1	-5%	0	10%	1%	0%
O=C(COc1cccc(Br)c1)N/N=C1\CCSC1	1%	-11	1	4%	3	-15%	2	-5%	-1%	-2%
COc1cccc(NC(=O)NC2(C(=O)N3CCN(C)CC3)CCCCC2)c1	-1%	3	-2	3%	12	5%	6	5%	-3%	-2%

High-throughput results (PubChem)

Rows were taken by chance (roughly 2% active in at least one column).
